Anesthetic bind – candidate novel general anesthetic via apoferritin binding. P02791. apoferritin/1-aminoanthracene competitive binding, fluorescence. Potency, µM (doses to about 77.5 µM), for the others: at the highest dose activity change, negative = displacement, actives largely listed as inhibitors. 350,000 tested, 0.074% active. AID 485281; active = well fitted inhibition curve with a large enough effect; inconclusive = small, poorly fitted or top-dose-only effect; inactive = no such curve, though single readings can be large or run the other way; also: nearly all actives have a fitted effect of over 20% in size
Target sequence (P02791 2-175 limits assumed): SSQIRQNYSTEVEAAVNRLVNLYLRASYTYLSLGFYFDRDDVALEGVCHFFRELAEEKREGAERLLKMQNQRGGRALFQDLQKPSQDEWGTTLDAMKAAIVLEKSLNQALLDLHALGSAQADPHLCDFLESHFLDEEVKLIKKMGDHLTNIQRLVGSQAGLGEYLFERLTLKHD
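Horse-spleen apoferritin (10 uM) was mixed with 50% saturated 1-aminoanthracene in PBS, exposed to compounds for 10 min at room temperature, and read for fluorescence (ex 380 nm, em 535 nm). Competitive displacement was fitted with a four-parameter Hill equation.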
Active calls of the source: *; ? = inconclusive; & = joins results of further samples; [ ] = dose if it differs, or a comment. % is scaled to controls: 0 for no effect and ±100 for the full control effect; potency is read from the fitted curve at half-maximal effect. Only part of the results is shown; rates above refer to the full screens.

SMILES	Anesthetic bind
CCN1C(=O)[C@H]2[C@H]3[C@H](O)[C@H](O)C/C(=N/OC[C@@H](O)COCc4ccco4)[C@@H]3CC[C@@H]2C1=O	-7.0%&-5.0%[15.3 µM]
COC(=O)CNC(=O)[C@@]1(C)C=C[C@@H](Cc2ccccc2)N1C(=O)OC	0.9%
COC(=O)CC1=COC2OCC3=CC[C@@H]1C32 (some centres not stated)	2.2%[15.3 µM]
COc1ccc(C2CC(=O)Oc3cc4c(cc32)OCO4)cc1 (configuration not stated)	202.8%[activator][110 µM]
N#Cc1ccc2c(c1)N(CCCN1CCC(O)CC1)c1ccccc1S2	-4.0%
COC(c1ccccc1Br)C(C)/C=C/CCO (configuration not stated)	-3.0%[15.3 µM]
CC[C@H](C)[C@H](NC(=O)[C@H](CCC(=O)O)NC(=O)CNC(=O)[C@@H](NC(=O)[C@H](CCC(=O)O)NC(=O)[C@H](CCC(=O)O)NC(=O)[C@H](CC(C)C)NC(=O)CNC(=O)[C@@H]1CCCN1C(=O)[C@H](CCC(=O)O)NC(=O)[C@@H](N)[C@@H](C)O)C(C)C)C(=O)N[C@@H](CCC(=O)O)C(=O)N[C@@H](CCC(N)=O)C(=O)N[C@@H](CCCCN)C(=O)N[C@@H](CCC(N)=O)C(=O)N[C@@H](CC(C)C)C(=O)N[C@@H](CCC(N)=O)C(=O)O	3.1%
CO[C@H]1COC(=O)[C@H]2CCCN2C(=O)C/C=C\[C@@H](C)[C@H](OC)COC(=O)C/C=C\[C@@H]1C	2.4%[15.3 µM]
COC(=O)c1ccc(C(NC(=O)OCc2ccccc2)/C(C)=C/[C@@H](C)C(=O)NCc2nn(-c3ccccc3)nc2C)cc1 (some centres not stated)	-5.7%
CCCCc1nc2ccn(CC(=O)N(C)C)c(=O)c2n1Cc1ccc(-c2ccccc2-c2nn[nH]n2)cc1	-10.5%
COc1ccc(C2/C=C\CN(C(=O)c3ccc(C)cc3)C(C)C(=O)N2Cc2ccc(F)cc2)cc1 (configuration not stated)	13.2%
COc1ccc(C2/C=C\CN(C(=O)OCC3c4ccccc4-c4ccccc43)CC(=O)N2Cc2cccc(F)c2)cc1 (configuration not stated)	4.1%
COc1ccc(-c2cc(=O)c3c(OC)c(OC)c(OC)c(OC)c3o2)cc1	-12.6%
CC[C@@]1([C@@H]2O[C@@H]([C@H]3O[C@@](O)(CO)[C@H](C)C[C@@H]3C)C[C@@H]2C)CC[C@@H]([C@]2(C)CCC3(C[C@H](O)[C@@H](C)[C@@H]([C@@H](C)[C@@H](OC)[C@H](C)C(=O)O)O3)O2)O1 (some centres not stated)	-4.7%
Cc1noc(C)c1-c1ccc2ncnc(NCc3ccco3)c2c1	-0.3%
COc1ccccc1-c1nnc2n1N=C(c1c(OC)cccc1OC)CS2	-8.6%
CCCCC1CN2C(CCC(C)C2c2ccc(Br)cc2)C(=O)O1 (configuration not stated)	-13.1%[15.3 µM]
CCOc1ccc(C(=O)c2ccc(OC)c(O)c2O)cc1	-13.0%
COc1ccc(C2=Nn3c(nnc3-c3ccccc3C)SC2)cc1	?
C#CCCCO/N=C1/C[C@@H](O)[C@@H](O)[C@@H]2[C@@H]3C(=O)N(C[C@@H]4CCCO4)C(=O)[C@H]3CC[C@H]12	-2.4%[15.3 µM]
CCN(CC)CCC(c1cc(OC)c(OC)c(OC)c1)c1c(OC)cc(OC)c2c1OC(=O)CC2c1ccc(N(C)C)cc1 (configuration not stated)	-10.3%
CC[C@H](C)[C@H](NC(=O)[C@H](Cc1ccc(O)cc1)NC(=O)[C@H](CCCNC(=N)N)NC(=O)[C@H](CCCNC(=N)N)NC(=O)[C@H](CC(C)C)NC(=O)[C@H](CCC(N)=O)NC(=O)[C@@H](NC(=O)[C@H](CCC(=O)O)NC(=O)[C@H](Cc1ccc(O)cc1)NC(=O)[C@H](CCC(N)=O)NC(=O)[C@H](C)NC(=O)[C@H](CCCNC(=N)N)NC(=O)[C@H](CCC(N)=O)NC(=O)[C@H](CCC(=O)O)NC(=O)[C@H](Cc1cnc[nH]1)NC(=O)[C@@H](NC(=O)[C@H](C)NC(=O)[C@H](Cc1ccc(O)cc1)NC(=O)[C@H](CC(=O)O)NC(=O)CNC(=O)[C@@H]1CCCN1C(=O)[C@H](Cc1ccc(O)cc1)NC(=O)[C@H](CCSC)NC(=O)[C@@H]1CCCN1C(=O)[C@H](CCC(=O)O)NC(=O)[C@H](CC(C)C)NC(=O)[C@@H]1CCCN1C(=O)[C@H](C)N)[C@@H](C)O)[C@@H](C)O)C(=O)N[C@@H](CC(N)=O)C(=O)N[C@H](C(=O)N[C@@H](CC(C)C)C(=O)N[C@H](C(=O)N[C@@H](CCCNC(=N)N)C(=O)N1CCC[C@H]1C(=O)N[C@@H](CCCNC(=N)N)C(=O)N[C@@H](Cc1ccc(O)cc1)C(N)=O)[C@@H](C)O)[C@@H](C)O	-13.8%
C=C1C2CC[C@@]3(C)C(c4ccoc4)OC(=O)C[C@@]13OC1CC(=O)C(C)(C)C(C(O)C(=O)OC)[C@]12C (some centres not stated)	-2.3%
[N-]=[N+]=NCC1OC(n2cnc3c(=O)[nH]c(N)nc32)C(O)C1O (configuration not stated)	-13.3%
NC(=O)c1ccc[n+]([C@@H]2OC(COP(=O)([O-])OP(=O)(O)OCC3OC(n4cnc5c(N)ncnc54)C(O)C3O)C(O)C2O)c1 (some centres not stated)	3.3%
O=c1ccn([C@@H]2O[C@H](COP(=O)(O)OP(=O)(O)OP(=O)(O)O)[C@@H](O)[C@H]2O)c(=O)[nH]1	18.5%
CCOC(=O)N1CCCN(/[N+]([O-])=N/Oc2ccc([N+](=O)[O-])cc2[N+](=O)[O-])CC1	-22.7%
OCC1OC(/C=C\c2ccccc2)C=CC1Oc1ccc2c(c1)OCO2 (configuration not stated)	?
COc1ccc(-c2c(C3C4C=CCC(C)C4C(=O)N3Cc3ccccc3)ccc3ccccc23)cc1OC (configuration not stated)	3.9%
O=C(NCc1ccccc1)C1(C(F)(F)F)C/C(=C/CCO)CCCO1 (configuration not stated)	2.6%
O=C1[C@H]2[C@H]3[C@H](O)[C@H](O)C/C(=N/OCc4ccccc4)[C@@H]3CC[C@@H]2C(=O)N1Cc1ccccc1	-4.2%[15.3 µM]
CC(Cc1ccccc1)C(=O)NCC1CC1 (configuration not stated)	-15.6%
COC(=O)c1cccc(C23CC4(C2)[C@H](CN(CC2CCCCC2)[C@@H]4c2ccccc2)C3c2ccc(Cl)nc2)c1 (some centres not stated)	-3.7%
CC1O[C@@H](Oc2c(-c3ccc(O)c(O)c3)oc3cc(O)cc(O)c3c2=O)C(O)C(O)C1O (some centres not stated)	-4.0%
CO[C@@H]1/C=C\CC(=O)N2CCC[C@@H]2C(=O)OC[C@@H](C)C(=O)OC[C@H]1C	8.0%[15.3 µM]
CC1CCC(C(C)(C)O)CC2=C1CCC2C (configuration not stated)	-19.5%
COc1cc(O)cc(OC)c1OC	4.1%
COc1ccc(-c2cc(=O)c3c(O)cc(O[C@@H]4OC(COC5OC(C)C(O)C(O)[C@@H]5O)C(O)C(O)C4O)cc3o2)cc1 (some centres not stated)	0.7%
CC(=O)OCC(NC(=O)C(Cc1ccccc1)NC(=O)OC(C)(C)C)C1OC(n2cc(F)c(=O)[nH]c2=O)C(OC(C)=O)C1OC(C)=O (configuration not stated)	-5.0%
Cc1cc2c(c(C)c1Br)C(c1ccc3c(c1)OCO3)CC(=O)O2 (configuration not stated)	38.1%[activator][110 µM]
C[C@@H](C(=O)O)c1ccc(C(=O)c2ccccc2)s1	3.6%[29.3 µM]
CCOC(=O)C1=C(c2ccccc2)c2ccccc2OC1C(=O)OCC (configuration not stated)	-15.0%[110 µM]
CNC(=O)[C@]1(C(F)(F)F)C[C@H](CCC2CCCCC2)CCCO1	-22.8%
CSCC[C@H](NC(=O)[C@@H](NC(=O)[C@H](CCC(=O)O)NC(=O)[C@H](CCSC)NC(=O)[C@H](CC(N)=O)NC(=O)[C@H](CCC(=O)O)NC(=O)[C@H](CC(N)=O)NC(=O)[C@H](CO)NC(=O)[C@H](C)N)[C@@H](C)O)C(=O)O	12.3%
CCCn1c(C)nc2c(NCC3CCCN3CC)nc(C)nc21 (configuration not stated)	-6.0%

Ordered by formula weight (largest number first): three of the compounds above.
SMILES	Anesthetic bind
CC1O[C@@H](Oc2c(-c3ccc(O)c(O)c3)oc3cc(O)cc(O)c3c2=O)C(O)C(O)C1O (some centres not stated)	-4.0%
C[C@@H](C(=O)O)c1ccc(C(=O)c2ccccc2)s1	3.6%[29.3 µM]
CC1CCC(C(C)(C)O)CC2=C1CCC2C (configuration not stated)	-19.5%

Remaining list, next part:
SMILES	Anesthetic bind
CC(C)CO/N=C1/C[C@@H](O)[C@@H](O)[C@@H]2[C@@H]3C(=O)N(Cc4ccccc4)C(=O)[C@H]3CC[C@@H]12	-6.3%[15.3 µM]
COC(=O)[C@@]1(Cc2ccc(F)cc2)[C@H]2c3cc(C(=O)N4CCCC4)n(CCc4c[nH]c5cc(F)ccc45)c3C[C@H]2CN1C(=O)c1ccccc1	-9.0%
CN(C)CC[C@@H](c1ccccc1)c1ccccn1	1.6%[29.3 µM]
CCCn1c(-c2ccc(F)cc2)nc2c(N3CCN(Cc4nc(OC)cc(OC)n4)CC3)nc(C)nc21	-11.5%
CC1CC(OC(=O)C(O)c2ccccc2)CC(C)(C)C1 (configuration not stated)	?
N[C@@H]1C(O)OC(CO)C(O)C1O (some centres not stated)	8.7%
COC(=O)[C@@]1(Cc2ccc(F)cc2)[C@H]2c3cc(C(=O)N4CCCC4)n(Cc4ccc(OC(F)(F)F)cc4)c3C[C@H]2CN1C(=O)c1ccccc1	-22.9%
CC1(O)C(=O)C=C2C=C3CCCN3C=C2C1=O (configuration not stated)	-5.4%[15.3 µM]
O=C1CCCC=C1[C@@H](O)CCOCc1ccccc1	-4.5%[15.3 µM]
CC(=O)OC1CC2C(C)(C)CCC(=O)[C@@]2(C)C2CC[C@@]3(C)C(c4ccoc4)OC(=O)C4OC43[C@]12C (some centres not stated)	-11.0%
CC12CCC=CC1C(c1cccc(Br)c1)N(Cc1ccccc1)C2=O (configuration not stated)	-16.7%
O=C1CCc2c(ccc3ccccc23)O1	-7.3%
O=C(O)CCc1cc(I)c(O)c(I)c1	-4.7%
CO[C@H]1COC(=O)[C@H](C)NC(=O)[C@@H](C)COC(=O)C/C=C\[C@@H]1C	-12.2%[15.3 µM]
CC[C@H](C)C(=O)O[C@@H]1C[C@H](C)C=C2C=C[C@H](C)[C@@H](CC[C@H]3C[C@@H](O)CC(=O)O3)[C@H]21	2.8%[29.3 µM]

Two compounds drawn at random from those above, as already listed:
SMILES	Anesthetic bind
COC(=O)[C@@]1(Cc2ccc(F)cc2)[C@H]2c3cc(C(=O)N4CCCC4)n(CCc4c[nH]c5cc(F)ccc45)c3C[C@H]2CN1C(=O)c1ccccc1	-9.0%
CO[C@H]1COC(=O)[C@H](C)NC(=O)[C@@H](C)COC(=O)C/C=C\[C@@H]1C	-12.2%[15.3 µM]

(listing goes on)
SMILES	Anesthetic bind
CC1(C)OC(C(O)(c2cc(F)c(F)c(F)c2)c2cc(F)c(F)c(F)c2)C(C(O)(c2cc(F)c(F)c(F)c2)c2cc(F)c(F)c(F)c2)O1 (configuration not stated)	-8.6%[15.3 µM]
c1ccc([C@H]2NCCc3c2[nH]c2ccccc32)cc1	-11.7%[15.3 µM]
O=C1[C@H]2[C@H]3[C@H](O)[C@H](O)C/C(=N/OC[C@@H](O)COCc4ccco4)[C@@H]3CC[C@@H]2C(=O)N1c1cccc(Oc2ccccc2)c1	-3.9%[15.3 µM]
Nc1nc2c(nc(Cl)n2C2OC(CO)C(O)C2O)c(=O)[nH]1 (configuration not stated)	2.5%
CCCC[C@@H]1C[C@H]1C(NC(=O)c1ccco1)c1ccccc1C(F)(F)F (some centres not stated)	?
CC(C)[C@H](NC(=O)OC(C)(C)C)[C@@H](O)CC(=O)OC(C)(C)C	6.6%[15.3 µM]
CC(C)(C)OC(=O)NC(Cc1ccccc1)C(=O)NC1COC2CC(n3cc(F)c(=O)[nH]c3=O)OC12 (configuration not stated)	4.3%
Cc1ccc(S(=O)(=O)N[C@H]2COC(=O)C/C=C\[C@H](C)[C@@H](NS(=O)(=O)c3ccc(C)cc3)COC(=O)C/C=C\[C@@H]2C)cc1	-3.0%[15.3 µM]
C#CCCCCCCCCCCCc1ccco1	-21.8%
COC(=O)NC(c1ccc2ccccc2c1)C(C(C)=O)C(=O)OC (configuration not stated)	-1.4%[15.3 µM]
C[C@@H]1C(=O)N(S(=O)(=O)c2ccc([N+](=O)[O-])cc2)[C@H]1c1ccc(F)cc1	-2.9%
O=c1cc(-c2ccccc2O)oc2cc(O)ccc12	-5.2%
COc1ccccc1CNc1ncncc1-c1cccc(C#N)c1	-7.2%
NC(N)=NCCC[C@H](NC(=O)CC1(CC(=O)N2CCN(C3c4ccccc4NC(=O)c4ccccc43)CC2)CCCC1)C(=O)NCCn1c(=O)n(-c2ccccc2)n(-c2ccccc2)c1=O (some centres not stated)	?

Sorted by the number under Anesthetic bind (descending): 3 of the compounds above.
Structure	Anesthetic bind
Nc1nc2c(nc(Cl)n2C2OC(CO)C(O)C2O)c(=O)[nH]1 (configuration not stated)	2.5%
O=c1cc(-c2ccccc2O)oc2cc(O)ccc12	-5.2%
COc1ccccc1CNc1ncncc1-c1cccc(C#N)c1	-7.2%

From PubChem BioAssay
